Screening results as filed in PubChem BioAssay.
ASAP1 inh – inhibitors of human ASAP1 ArfGAP activity, primary screen, biochemical, fluorescence polarization | Arf-GAP with SH3 domain, ANK repeat and PH domain-containing protein 1 (Homo sapiens), … | ASAP1-stimulated ARF1 GTP hydrolysis, GDP FP detection | inhibition, % at 16.5 µM | actives 0.19% (n = 360,000) | AID 624377, 2012; in the data active = inhibition above about 25%;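 note: 0% = vehicle with enzyme and substrate and 100% = no enzyme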
MBD2 inh – inhibitors of MBD2 binding to methylated DNA, primary screen, biochemical, TR-FRET, DNA-binding domain, human; Methyl-CpG-binding domain protein 2 (Homo sapiens), Q9UBB5; MBD2 binding to methylated oligonucleotide; inhibition, % at 4.4 µM; actives 0.31% (n = 370,000); in the data active = inhibition above about 13%
ADAM17 inh – ADAM17 inhibitors, primary screen, biochemical, QFRET; Disintegrin and metalloproteinase domain-containing protein 17 (Homo sapiens), P78536; recombinant ADAM17, EDANS/DABCYL FRET peptide cleavage; inhibition, % at 6.95 µM; actives 0.83% (n = 370,000);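 active = inhibition above the mean of compounds lying between control limits plus 3 SD, set per campaign, cut at about 8.5% in these data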;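 note: 0% = DMSO-only wells as the low control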
PLCb3 inh – human PLC-beta3 inhibitors, primary screen, biochemical, fluorescence. 1-phosphatidylinositol 4,5-bisphosphate phosphodiesterase beta-3 (Homo sapiens), Q01970. Purified PLC-beta3, fluorogenic substrate. inhibition, % at 12.2 µM. actives 0.18% (n = 370,000); in the data active = inhibition above about 11%;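 note: 0% = median of compound wells on plate and 100% = full blocker control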
proKLK7 act – proKLK7 zymogen activators, primary screen, biochemical, fluorescence intensity | purified proKLK7, EDANS-DABCYL substrate fluorescence; 100% is mature enzyme control, 0% vehicle | activation, % at 7 µM | actives 0.9% (n = 370,000) | AID 652039, 2013;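 active = activation above the mean of all tested compounds plus 3 SD, computed per campaign excluding outliers beyond control limits, cut at about 13% in these data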
Tn7 DDE FP – inhibitors of Tn7 peptide binding to fibrin DD(E), primary screen, biochemical, fluorescence polarization, human fibrin, Tn7 probe | FP displacement of FITC-Tn7 peptide from fibrin DD(E); 0% = median of compound wells per plate | inhibition, % at 8.3 µM | actives 0.13% (n = 370,000);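 active = inhibition above the mean of compounds falling within the control limits plus 3 SD of them, cut at about 14% in these data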;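 note: 0% = plate median of compound wells and 100% = 10 µM Aha-Tn7 peptide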
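assay system = human clot-derived fibrin DD(E) complex | quantity = Fibrin-DD(E) at 2 µM final | timing = 10 min preincubation, 3 h with tracer, room temperature | signal = fluorescence polarization | measure = percent inhibition | benchmarks = high control wells with 10 µM unlabelled Aha-Tn7 peptide (full inhibition) | replicates = singlicate testing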
ARFGAP1 inhibitor – inhibitors of rat ARFGAP1 GAP activity, primary screen, biochemical, fluorescence polarization, GDP tracer | Arfgap1-stimulated ARF1 GTP hydrolysis, GDP FP detection | actives 0.26% (n = 360,000) | inhibition, % at 16.5 µM;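 active = inhibition above a per-plate limit, mean inhibition of low control wells plus 3 SD, cut at about 25% in these data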;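 note: 0% = DMSO wells with enzyme and 100% = wells lacking Arfgap1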
Target sequence (Q62848 1-136 limits assumed): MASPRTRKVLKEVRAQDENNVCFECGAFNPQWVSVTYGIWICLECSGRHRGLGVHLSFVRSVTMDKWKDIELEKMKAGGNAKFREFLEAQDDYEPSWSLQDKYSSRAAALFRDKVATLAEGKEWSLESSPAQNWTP
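Material: rat Arfgap1 catalytic domain, aa 1-136; also added: human ARF1(Δ1-17)-GTP substrate; compound dosing: one concentration, 16.5 µM, DMSO 1.26%; incubation: GTP hydrolysis reaction 2 h at 25 °C; measured by: Tracer-displacement fluorescence polarization with EDTA stop, 620/688 nm; evaluation: % inhibition from polarization; repeats: one replicate per compound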
PLC-gamma1 inh – PLC-gamma1 enzyme inhibitors, primary screen, biochemical, fluorescence, purified enzyme; actives 0.84% (n = 370,000); inhibition, % at 12.2 µM; 1-phosphatidylinositol 4,5-bisphosphate phosphodiesterase gamma-1 (Homo sapiens), P19174; fluorogenic substrate; AID 720700, 2013; in the data active = inhibition above about 9.5%
DDE Tn6 FP inh – inhibitors of Tn6 peptide binding to fibrin DD(E), primary screen, biochemical, fluorescence polarization, human fibrin, Tn6 probe; Fibrinogen beta chain (Homo sapiens), P02675; Fibrin DD(E) TRITC-Tn6 fluorescence polarization displacement; inhibition, % at 8.3 µM; actives 0.21% (n = 370,000);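 active = inhibition above a per-campaign cutoff: mean of compounds within control limits plus 3 SD, cut at about 15% in these data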;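 note: 0% = median of all compound wells on the plate and 100% = blocking peptide control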
UHRF1 binding – UHRF1 methylated DNA binding inhibitors, primary screen, counter-screen for MBD2 inhibitor project, biochemical, TR-FRET, human UHRF1, single concentration; E3 ubiquitin-protein ligase UHRF1 (Homo sapiens), Q96T88; UHRF1 binding to methylated oligo; inhibition, % at 4.4 µM; actives 0.75% (n = 370,000); AID 687016, 2013; in the data active = inhibition above about 21%;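 note: UHRF1 SRA domain binding a hemimethylated CpG hairpin DNA probe; 0% = median of test compound wells and 100% = reference inhibitor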
Target sequence (Q96T88 whole entry, looked up, the tested form may be a part): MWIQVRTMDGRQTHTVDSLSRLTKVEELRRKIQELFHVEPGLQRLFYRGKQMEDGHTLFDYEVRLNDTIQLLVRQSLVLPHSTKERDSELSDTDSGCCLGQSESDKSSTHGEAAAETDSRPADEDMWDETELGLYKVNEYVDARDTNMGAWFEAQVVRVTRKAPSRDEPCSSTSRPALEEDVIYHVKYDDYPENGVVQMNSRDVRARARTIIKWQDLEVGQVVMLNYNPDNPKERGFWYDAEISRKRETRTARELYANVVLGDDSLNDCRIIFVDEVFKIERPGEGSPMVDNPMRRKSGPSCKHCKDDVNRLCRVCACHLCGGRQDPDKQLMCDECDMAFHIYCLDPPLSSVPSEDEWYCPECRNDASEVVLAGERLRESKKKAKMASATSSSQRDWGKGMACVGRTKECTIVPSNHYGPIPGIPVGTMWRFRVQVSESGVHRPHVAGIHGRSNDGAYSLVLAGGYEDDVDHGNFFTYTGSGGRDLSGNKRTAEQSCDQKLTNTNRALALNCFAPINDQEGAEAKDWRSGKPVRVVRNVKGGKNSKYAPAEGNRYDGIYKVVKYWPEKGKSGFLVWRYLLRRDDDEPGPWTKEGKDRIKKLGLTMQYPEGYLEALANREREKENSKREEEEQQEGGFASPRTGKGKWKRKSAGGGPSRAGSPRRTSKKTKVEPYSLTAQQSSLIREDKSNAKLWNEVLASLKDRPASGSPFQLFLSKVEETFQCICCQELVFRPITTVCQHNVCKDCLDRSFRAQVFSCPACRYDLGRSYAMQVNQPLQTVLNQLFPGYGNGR
Numbers without * were called inactive. Random draw from the library; any-hit rate near 4.1%.

SMILES	ASAP1 inh	MBD2 inh	ADAM17 inh	PLCb3 inh	proKLK7 act	Tn7 DDE FP	ARFGAP1 inhibitor	PLC-gamma1 inh	DDE Tn6 FP inh	UHRF1 binding
CCOc1ccc(NC(=O)CN(C)C(=O)c2cccnc2Sc2ccc(Cl)cc2)cc1OCC	-3	-1	1	-5	0.6	-6	-9	4	-4	1
COc1ccc(CNS(=O)(=O)c2ccc(N3CCCC3)cc2Br)cc1	-4	-3	3	0	0.3	10	-15	0	4	-1
Cc1cc(C(=O)NCCCC(=O)O)c(C)o1	7	-1	-2	0	0.2	-7	-1	3	-5	5
CCOc1cc(C2C(C(=O)O)c3cc(OCC)c(OCC)cc3C(=O)N2C)ccc1O (stereo unspecified)	9	-1	-2	0	-0.4	-1	1	-2	2	-1
O=C(CN1CCN(c2ccccc2)CC1)Nc1ccccc1C(F)(F)F	-10	3	1	1	0.6	-4	3	1	-4	1
COc1ccc(C(=O)N/N=C/c2ccc(OC)c(CN3CCc4cc(OC)c(OC)cc4C3C)c2)cc1 (stereo unspecified)	16	-2	-3	-12	0.2	-1	2	-4	-18	0
Cc1ccc(S(=O)(=O)N2CCC(C(=O)NNS(=O)(=O)c3ccc(Cl)cc3)CC2)cc1	-9	1	-2	4	-0.4	-9	5	-3	4	0
CN(CC(=O)NNC(=O)Cc1ccccc1F)S(=O)(=O)c1ccc(Cl)cc1	7	-1	-1	1	0.7	-9	-5	1	0	2
COc1ccc2c(c1)C(=O)N(c1ccccc1C)C(=O)C2(C)C	10	-4	-48	-44	3.3	-2	-8	-47	9	1
Cc1ccc(NC(=S)N(CCCN2CCCC2)Cc2cccn2Cc2ccc(Cl)cc2)cc1Cl	-7	-2	-2	-5	0.0	6	12	3	1	1
COc1ccc(C)cc1NC(=O)NC(C)c1ccncc1 (stereo unspecified)	-13	-8	0	5	-0.1	1	-10	2	6	0
COc1ccccc1CCNS(=O)(=O)CCNC(=O)c1ccccc1	2	2	-5	-4	0.0	-7	-2	4	0	-2
COc1ccccc1NC(=O)c1cccs1	1	1	0	5	0.6	-2	-1	5	15	-2
CCOCC(=O)Nc1cc(C(F)(F)F)ccc1Oc1cccc(Br)c1	-8	1	-5	2	-1.3	2	-2	1	-8	-1
COCCOC(=O)c1nccnc1C(=O)Nc1ccc(S(=O)(=O)N2CCOCC2)cc1	-14	-5	-1	0	-0.2	0	0	1	4	0
Cc1ccc(NS(=O)(=O)c2c(C)[nH]c(=O)[nH]c2=O)cc1C	8	9	-8	0	0.2	3	4	-3	2	3
CC1CCN(S(=O)(=O)c2ccc3c(c2)N(CC(=O)NCc2cccnc2)C(=O)CS3)CC1	-1	8	-2	1	-0.5	2	5	-3	1	22*
Cc1ccccc1C(=O)NC1CCN(CC(=O)Nc2nccs2)CC1	6	0	2	3	-0.3	-5	13	2	5	1
CCN(C(=O)CSc1nc(-c2ccccc2)c(-c2ccccc2)[nH]1)C1CCS(=O)(=O)C1 (stereo unspecified)	9	3	-12	-38	-2.8	4	6	-31	3	-2
O=C(CNCc1ccccc1Cl)Nc1cc(S(=O)(=O)N2CCOCC2)ccc1Cl	-7	-1	9	-1	0.0	-3	-4	9	-8	8
S=C(NCc1ccccc1)NCc1ccccn1	-10	3	0	-7	-0.3	-8	4	1	5	9
CC1=C(C(N)=O)C(c2ccc(Br)cc2)n2ncnc2N1 (stereo unspecified)	9	-7	-1	-2	0.0	-7	11	3	1	-1
CC(C)C[C@H]1CNC(=O)C(=O)N1C[C@@H]1CCCN1C[C@H](Cc1ccccc1)N1C[C@H](Cc2ccccc2)N(CCc2ccccc2)C(=O)C1=O	-2	1	-3	0	0.6	1	-1	0	-2	3
CC(C)Oc1cccc(NC(=O)C2(C)CCN2C(C)C)c1 (stereo unspecified)	1	3	0	5	-0.5	-2	-6	1	-8	-2
O=C(CCN1CCN(C/C=C/c2ccccc2)CC1)Nc1ccccc1	5	2	-6	1	0.0	1	-4	-1	1	-1

Filtered by structure: the entries above containing fluorine
SMILES	ASAP1 inh	MBD2 inh	ADAM17 inh	PLCb3 inh	proKLK7 act	Tn7 DDE FP	ARFGAP1 inhibitor	PLC-gamma1 inh	DDE Tn6 FP inh	UHRF1 binding
O=C(CN1CCN(c2ccccc2)CC1)Nc1ccccc1C(F)(F)F	-10	3	1	1	0.6	-4	3	1	-4	1
CN(CC(=O)NNC(=O)Cc1ccccc1F)S(=O)(=O)c1ccc(Cl)cc1	7	-1	-1	1	0.7	-9	-5	1	0	2
CCOCC(=O)Nc1cc(C(F)(F)F)ccc1Oc1cccc(Br)c1	-8	1	-5	2	-1.3	2	-2	1	-8	-1

(continued)
SMILES	ASAP1 inh	MBD2 inh	ADAM17 inh	PLCb3 inh	proKLK7 act	Tn7 DDE FP	ARFGAP1 inhibitor	PLC-gamma1 inh	DDE Tn6 FP inh	UHRF1 binding
Cc1ccc(NC(=O)CNCc2cccs2)cc1Br	13	5	-4	-4	-0.3	-2	1	3	-13	3
CC(=O)/C(=N\Nc1ccc(C)cc1)Sc1nncn1C	-5	2	4	2	0.8	-6	4	5	-6	0
CC1=C(C(=O)N2CCCCCC2)CC(CC(=O)NC2CCCCC2)C(=O)N1Cc1ccccc1 (stereo unspecified)	-6	0	-1	1	-0.2	4	0	2	4	-4
CCOc1ccccc1N(CC(=O)N1CCC(C)CC1)S(=O)(=O)c1ccc(C)cc1	4	-2	1	-5	0.5	1	-13	6	-4	-2
COc1cc(OC)c(-c2nc3c[n+](CC(=O)c4ccccc4)ccc3n2C)cc1OC	6	-3	0	-2	0.2	0	2	1	2	-6
CC(C)(C)C(=O)N1CCN(c2c(Cl)cccc2[N+](=O)[O-])CC1	7	-1	-1	-2	0.5	2	4	-2	4	-1
C[C@@H]1CCCCO[C@H](CN(C)C(=O)C2CCCCC2)[C@@H](C)CN([C@H](C)CO)C(=O)c2cc(NS(=O)(=O)c3cccs3)ccc2O1	-1	-2	-3	1	0.3	-3	3	-2	9	-2
CCc1c(C)nc2ncnn2c1NCc1cccs1	-2	1	-3	3	0.2	-4	0	1	-2	2
O=C(c1cc2ccccc2[nH]1)N(Cc1cccnc1)CC1CCCN(C2CCCCC2)C1 (stereo unspecified)	5	-2	-4	-13	-0.1	2	-8	-4	3	0
COc1ccccc1CNC(=O)C1CCCN(S(=O)(=O)c2c(C)[nH]c(=O)[nH]c2=O)C1 (stereo unspecified)	-7	0	-2	2	0.9	-4	5	-2	4	-1
COC(=O)c1cc2c(c3c4cc(C)ccc4n(S(=O)(=O)c4ccc(C)cc4)c13)C(=O)N(Cc1ccccc1OC)C2	5	3	1	-10	-1.5	-10	7	-4	-13	-1
OC(c1cccc(CN2CCCCC2)c1)c1ncc(-c2cccc3ccccc23)[nH]1 (stereo unspecified)	3	-4	-14	-18	0.5	2	1	-15	8	-5
COc1ccc(NC(=O)CN(c2cccc(F)c2)S(C)(=O)=O)cc1OC	5	-2	-3	0	-1.2	-6	-5	0	8	1
N#C/C(=C(/O)CN1CCCC1)c1nc(-c2ccccc2)cs1	8	3	-6	-10	0.7	1	-6	-3	0	-1
COc1cc(C)ccc1OCCCCNCc1ccccc1	4	-4	-1	-1	0.1	0	-1	4	1	-2
Cc1ccc(Sc2nnc(-c3ccccc3)cc2C#N)cc1	-1	-7	3	4	0.3	-5	13	3	-7	2
COc1ccc(/C=N/N=C/c2ccc(OC)c(OC)c2)cc1OC	6	2	-4	0	-0.9	-1	13	1	-6	2
CC(C)OCc1ccc(C(=O)N2CCN(S(=O)(=O)c3ccc(Br)s3)CC2)cc1	4	-1	2	-1	0.6	3	6	2	8	-1
O=C(O)c1ccc(/C=N/Nc2ccc(S(=O)(=O)N3CCCC3)cc2[N+](=O)[O-])cc1	-6	-5	-3	-1	-0.9	-2	-1	4	2	-2
C[C@H](OC(=O)N1CCN(C(c2ccccc2)c2ccccc2)CC1)[C@@H]1O[C@@]2(C)CCC[C@H]1O2	3	1	5	6	1.0	-8	6	3	-4	4
CC1=C(C(=O)OCc2ccccc2)C(c2ccc(C)o2)C2=C(CCCC2=O)N1 (stereo unspecified)	-18	4	-8	-30	2.4	2	8	-24	3	2
O=[N+]([O-])c1ccc(Cc2nnc(-c3ccccc3Cl)o2)cc1	3	0	-3	-7	-0.6	-2	10	2	-5	5
Cc1ccc(C(=O)C2CCN(CC(=O)Nc3nc(C)cs3)CC2)cc1	-2	-1	-4	-2	-0.1	7	-8	1	6	-2
OC(c1cccc(Cl)c1)c1nc(/C=C/c2ccc(C(F)(F)F)cc2)cs1 (stereo unspecified)	-7	1	12*	-15	0.1	6	13	-6	-1	-2
O=C(N/N=C/c1ccncc1)c1cccc(S(=O)(=O)Nc2ccc(Cl)cc2)c1	5	12	-5	-7	0.9	-1	10	0	-10	1

ADAM17 inh, hit marks shown above.
canonical_smiles,ASAP1 inh,MBD2 inh,ADAM17 inh,PLCb3 inh,proKLK7 act,Tn7 DDE FP,ARFGAP1 inhibitor,PLC-gamma1 inh,DDE Tn6 FP inh
OC(c1cccc(Cl)c1)c1nc(/C=C/c2ccc(C(F)(F)F)cc2)cs1 (stereo unspecified),-7,1,12*,-15,0.1,6,13,-6,-1

Additional structures follow:
SMILES	ASAP1 inh	MBD2 inh	ADAM17 inh	PLCb3 inh	proKLK7 act	Tn7 DDE FP	ARFGAP1 inhibitor	PLC-gamma1 inh	DDE Tn6 FP inh	UHRF1 binding
CCC1=C(OC(=O)N(CC)CC)N2C(=O)OC(=NCCOC)[C@]2(Cc2ccccc2)[C@H]2C1=CC[C@H]1C(=O)N(C)C(=O)[C@H]12	10	6	-1	-6	0.8	-4	-2	-5	3	1
COc1ccc(CCN(C)C(=O)CCNS(=O)(=O)c2ccccc2C(F)(F)F)cc1OC	-17	1	0	2	-0.7	-6	-11	2	4	2
O=C(O)c1ccc(NC2OC[C@@H](O)[C@H](O)[C@H]2O)cc1 (stereo partly specified)	-2	4	-9	-8	0.4	9	1	-5	4	52*
Cc1ccc(NCCC(=O)c2cccc([N+](=O)[O-])c2)c(C)c1	9	1	-1	2	0.1	-14	3	-2	3	-1
O=C(NCCCN1CCCC1)c1ccc(Cn2c(=S)[nH]c3ccc(Br)cc3c2=O)cc1	7	0	-5	-12	-0.6	-5	12	-2	-15	-5
CCCCn1c(=O)c(CCC(=O)OCC(=O)Nc2cc(Cl)ccc2OC)nc2ccccc21	13	-5	-1	0	0.2	-3	4	3	-1	-5
